# Vif-A3F inh: blocks the Vif interaction with APOBEC3F; HeLa A3F-eYFP + Vif (tagged APOBEC3F with the HIV-1 protein that degrades it), YFP fluorescence increase; Potency, µM (highest dose often 46.1 µM), without a hit: at the highest dose activity, negative = active; 390,000 tested, 0.2% active; also: % of control where 0% means no effect; nearly all actives have a fitted effect of over 65% in size
#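 HeLa cells stably expressing Vif plus C-terminally eYFP-tagged A3F were seeded, incubated overnight at 37 deg C, dosed with compound, incubated overnight again at 37 deg C. Yellow fluorescence (Ex 488/Em 500-530) reported blocked Vif-mediated A3F-eYFP degradation.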
# RXFP1 ag: agonists of human relaxin receptor RXFP1; HEK293T-RXFP1 cAMP TR-FRET, 30 min; response scale: percent of porcine relaxin response, buffer zero; Q9HBX9; 370,000 tested, 0.3% active; Potency, µM (titrated, usually from 57.5 µM), for inactives: at the top dose activation, hits mostly activators; also: % is scaled to controls: 0 for no effect and ±100 for the full control effect; nearly all actives have a fitted effect of over 60% in size; many of its hits are not listed in these tables
#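 HEK293T cells stably expressing RXFP1 were pretreated with the PDE4 inhibitor Ro 20174, exposed to compounds for 30 min at 37C, lysed, and cAMP was read by TR-FRET. Data normalized to buffer (basal) and 29 nM porcine relaxin (100%).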
# IDH1 R132H inh: human IDH1 R132H inhibition | O75874 | IDH1-R132H enzyme, NADPH consumption, diaphorase/resazurin fluorescence | Potency, µM (titrated, usually from 76.6 µM), without a hit: at the top dose activity change, negative = inhibition, most hits filed as inhibitors | 390,000 tested, 0.093% active; also: % is scaled to controls: 0 for no effect and ±100 for the full control effect; nearly all actives have a fitted effect of over 65% in size
#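 IDH1-R132H (0.5 ug/mL) preincubated 30 min with compound, then NADPH (0.016 mM) and alpha-KG (2 mM) added; 80 min at RT, pH 7.5. Remaining NADPH coupled via diaphorase/resazurin to fluorescence (540/590 nm); concentration-response curves normalized to no-enzyme control.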
# ALOX12 inh: blocks human arachidonate 12S-lipoxygenase | 580,000 tested, 1.1% active | purified 12hLO, xylenol orange hydroperoxide absorbance | Potency, µM (top dose mostly 108 µM), inactives show top-dose activity change, negative = inhibition, usual class: inhibitors | P18054; also: % is scaled to controls: 0 for no effect and ±100 for the full control effect
#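 Purified human 12hLO (150 nM final) in 25 mM Hepes, 0.01% Triton X-100, pH 7.0 was preincubated 15 min at room temperature with compound. Then 40 uM arachidonic acid was added, 30 min. Hydroperoxide was read by Fe-XO absorbance ratio 573/405 nm.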
# RGS4 inh: inhibitors of human regulator of G protein signaling 4; Transcreener GDP fluorescence polarization, RGS4-accelerated GTP hydrolysis; Potency, µM (highest dose often 114 µM), for inactives: top-dose activity change, negative = inhibition, most hits filed as inhibitors; 390,000 tested, 0.039% active; AID 504845; also: % is scaled to controls: 0 for no effect and ±100 for the full control effect; nearly all actives have a fitted effect of over 75% in size; some results filed as inactive show a strong effect at the top dose
# Target sequence (P49798 whole entry, looked up): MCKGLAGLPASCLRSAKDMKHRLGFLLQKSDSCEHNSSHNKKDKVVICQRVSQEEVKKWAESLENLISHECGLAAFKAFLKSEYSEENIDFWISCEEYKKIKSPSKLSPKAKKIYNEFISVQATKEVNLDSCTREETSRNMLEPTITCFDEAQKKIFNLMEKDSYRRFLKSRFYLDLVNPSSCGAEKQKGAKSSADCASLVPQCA
#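 MLSMR compounds (23 nl, pin-transferred) preincubated 10 min at room temperature with a 500nM (2x) first reagent, then RGS4 at 900nM (2x) plus Transcreener GDP mix added; fluorescence polarization (620/688 nm) read before and after 90 min at 30 °C.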
# TrxR1 inh: blocks rat thioredoxin reductase 1; O89049; recombinant rTrxR1, NADPH fluorescence consumption, selenite substrate; Potency, µM (highest dose often 114 µM), inactives show at the highest dose activity change, negative = inhibition, most hits filed as inhibitors; 390,000 tested, 1% active; AID 588453; also: % is scaled to controls: 0 for no effect and ±100 for the full control effect; nearly all actives have a fitted effect of over 65% in size
# Target sequence (O89049 whole entry, looked up): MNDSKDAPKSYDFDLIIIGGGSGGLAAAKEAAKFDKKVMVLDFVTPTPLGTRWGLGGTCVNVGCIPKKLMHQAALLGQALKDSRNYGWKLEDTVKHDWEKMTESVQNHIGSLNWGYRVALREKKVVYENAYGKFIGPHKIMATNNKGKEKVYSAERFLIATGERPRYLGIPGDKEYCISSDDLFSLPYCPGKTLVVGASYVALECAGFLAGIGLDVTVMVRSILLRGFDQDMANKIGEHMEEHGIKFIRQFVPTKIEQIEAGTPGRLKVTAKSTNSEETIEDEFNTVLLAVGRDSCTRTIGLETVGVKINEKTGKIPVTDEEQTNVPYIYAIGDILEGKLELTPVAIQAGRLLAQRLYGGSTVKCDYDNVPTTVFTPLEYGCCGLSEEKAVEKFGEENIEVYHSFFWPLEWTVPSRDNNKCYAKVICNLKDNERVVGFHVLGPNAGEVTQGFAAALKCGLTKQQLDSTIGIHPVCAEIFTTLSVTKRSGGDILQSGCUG
#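 Rat TrxR1 (90 nM in the dispensed reagent) was pre-reduced with 400 uM NADPH for 5 min at room temperature, then incubated with compound for 15 min. After 400 uM selenite was added, NADPH fluorescence (Ex 340/Em 450 nm) was followed for 8 min.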
# Vif-APOBEC3G blk: inhibitors of Vif-APOBEC3G interaction | Q9HC16 | Potency, µM (series often up to 46.1 µM), for the others: at the highest dose activity, negative = active, hits mostly inhibitors | AID 602310 | 410,000 tested, 0.076% active | HeLa A3G-eYFP + Vif (tagged APOBEC3G with the HIV-1 protein that degrades it), YFP fluorescence, overnight;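 also: % is scaled to controls: 0 for no effect and ±100 for the full control effect; nearly all actives have a fitted effect of over 60% in size; hits raise eYFP signal because A3G escapes Vif-driven loss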
#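 Read-out is eYFP fluorescence (Ex 488/Em 500-530) from Vif-expressing HeLa A3G-eYFP cells; more signal means A3G escaped Vif-mediated degradation. Cells plated overnight, compound pinned in, incubated overnight at 37 deg C.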
# USP1-UAF1 inh: blocks the human USP1/UAF1 deubiquitinase complex. O94782. recombinant USP1/UAF1, Ub-Rhodamine cleavage fluorescence. Potency, µM (doses to about 57.1 µM), for the others: at the top dose activity change, negative = inhibition, usual class: inhibitors. 390,000 tested, 0.23% active. AID 743255; also: % is scaled to controls: 0 for no effect and ±100 for the full control effect; nearly all actives have a fitted effect of over 60% in size; inactives centre near -12
#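 In this screen, compounds sit with the deubiquitinase complex (1nM) for 15 min at room temperature before Ub-Rho is added at 150nM final. Fluorescence rise is then followed for 6 reads every 60 seconds.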
# TrxR1 substrate: is turned over as a substrate by rat TrxR1; AID 588456; O89049; 390,000 tested, 0.01% active; Potency, µM (doses to about 114 µM), inactives show top-dose activity change, negative = substrate turnover; purified TrxR1 substrate turnover, NADPH consumption readout; also: % is scaled to controls: 0 for no effect and ±100 for the full control effect; nearly all actives have a fitted effect of over 50% in size
#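 Rat TrxR1, dispensed at 90 nM, was prereduced with 400 uM NADPH (final) for 5 min at ~22 deg C, then incubated with compound 15 min before 400 uM selenite. A first-read NADPH fluorescence drop versus no-compound background flagged substrates.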
# * hit, by the source's call; ? = inconclusive; . = no result given; & = joins results of further samples; [ ] = remark or other dose. Calls follow the shape of the dose curve; as a rule, active = well fitted curve in the direction sought with a large enough effect; inconclusive = small, poorly fitted or top-dose-only effect, or another doubt; inactive = no such curve, though single readings can be large; an effect the other way counts as inactive or inconclusive. Potency is read from the fitted curve at half-maximal effect. This is a subset; rates above refer to the full screens.
SMILES,Vif-A3F inh,RXFP1 ag,IDH1 R132H inh,ALOX12 inh,RGS4 inh,TrxR1 inh,Vif-APOBEC3G blk,USP1-UAF1 inh,TrxR1 substrate
CC(=O)c1cccc(NS(=O)(=O)c2cc(-c3cnc(C4CC4)o3)ccc2C)c1,-11%,-2.1%&1.4%,-3%,-9%&-15%,-3%&-6%,21%,?,-28%&-22%,3%
CC(C)CCNC(=O)C(c1ccco1)N(CCCO)C(=O)Cn1nnc(-c2ccc(F)cc2)n1 (stereo not given),?,3.3%,2%,-1%,-27%,1%[57.1 µM],-2%,-18%,-21%[57.1 µM]
O=C(O)CC(NC(=O)c1cccc(F)c1)c1ccc(OC2CCCC2)cc1 (stereo not given),1%,3.1%,5%,0%,-12%,11%,-7%,-16%,-1%
Cc1cccc(NC(=O)C(=O)NCCc2csc(-c3ccc(F)cc3)n2)c1C,-5%,1.8%,13%,?,-10%,20%[57.1 µM],-2%,?,0%[57.1 µM]
O=C(CN1C(=O)COc2ccc(S(=O)(=O)N3CCCCC3)cc21)NCCc1ccc(Cl)cc1,-6%,2.5%,0%,-19%,8%,30%,1%,-18%,4%
CC(C)NC(=O)C1CCN(C(=O)c2cnn(-c3ccccc3)c2-n2cccc2)CC1,8%,-1.1%,5%,-12%,-9%,20%,-2%,-12%,11%
CCN1CCN(S(=O)(=O)c2ccc(OC)c(Br)c2)CC1,-4%,0.1%,5%,?,-6%[11.4 µM],14%[57.1 µM],-2%,3%,7%[57.1 µM]
CN(C)CCCn1cnc2c(c1=N)C(c1ccccc1)c1ccc3ccccc3c1O2 (stereo not given),?,1.2%,4%,?,11%,6%[57.1 µM],-8%,0%,1%[57.1 µM]
CC(C)CNC(=O)COc1ccc(Sc2ccc(OCC(=O)NCC(C)C)cc2)cc1,-2%,0.9%,1%,-9%,-8%,-3%,1%,-12%,1%
CC(C)OCCCNC(=S)N1CCC(C(=O)c2ccc3c(c2)OCCO3)CC1,2%,-1.2%,3%,-8%,-22%,8%,3%,-18%,2%
CCn1c(SCC(=O)OC)nnc1-c1c[nH]c2ccccc12,-2%,-0.6%,0%,13%,-11%,6%,-9%,-22%,-6%
CCCCNS(=O)(=O)c1ccc2nc(-c3cccnc3)cc(C(=O)NC(C)CC)c2c1 (stereo not given),-15%,4.6%,-5%,-2%,-1%,43%[activator],1%,5%,7%
Cc1ccc(S(=O)(=O)N2CCN(C(=O)CN3C(=O)NC(C)(CCC(C)C)C3=O)CC2)c(C)c1 (stereo not given),-5%,.,-9%,261%[activator],10%,20%,1%,-2%,-3%
O=C(CSc1nc2ccc(NC(=O)c3ccccc3C(=O)O)cc2s1)Nc1ccc(F)c([N+](=O)[O-])c1,-16%,-0.5%,23%,?,-14%,-4%,-1%,-18%,-2%
CN(C)CCOC(=O)C12CC3CC(C1)CC(C(=O)OCCN(C)C)(C3)C2,6%,0.9%,3%,?,5%,28%[57.1 µM],1%,-2%,9%[57.1 µM]
CC(=O)Nc1ccc(-c2csc(NNC(=O)c3ccccc3)n2)cc1,1%,1.3%,16%,-2%,-33%,-12%,-1%,-8%,7%
COc1ccc(NC(=O)Cn2c(=O)n(-c3ccc(OC)cc3)c(=O)c3ccc(C(=O)NCc4ccc(C)cc4)cc32)cc1,1%,13%,2%,-26%,-7%,32%,-3%,-18%,10%
O=C(CCN1C(=O)[C@H]2CC=CC[C@H]2C1=O)NCc1nc(-c2ccc(Cl)cc2)no1,-10%,3.0%,10%,-20%,8%,29%,0%,-21%,2%
COc1ccc(NC(=O)CNC(=O)c2nn(-c3ccc(OC)c(Cl)c3)c(=O)c3ccccc23)c(OC)c1,-9%,-0.6%,4%,-8%,-5%,18%,7%,-21%,8%
COc1cccc(OCc2nc3ncc(Br)cc3[nH]2)c1,-6%,?,12%,-7%,-11%,28%,?,2%,8%
Cc1noc(C)c1CSc1ccccc1C(=O)N1CCN(c2ccccc2)CC1,-2%,0.4%,4%,-23%,-17%,-15%,1%,-8%,-6%
Cc1ccnc(Nc2nc(-c3ccc(O)cc3)cs2)c1,-2%,2.7%,7%,?,-38%,11%[57.1 µM],-6%,-18%,8%[57.1 µM]
O=S(=O)(N/N=C1\CC(c2ccccc2)Oc2ccccc21)c1ccccc1 (stereo not given),.,-0.2%,-1%,-21%,9%,-4%,0%,-4%,-9%
COc1cc(C(=O)NCc2nnc(SCC(=O)Nc3nc4ccccc4s3)o2)cc(OC)c1OC,-3%,-0.7%,2%,-3%,-13%,-12%,-2%,-5%,-9%
Cn1ccs/c1=N\C(=O)Nc1cccc(C(F)(F)F)c1,1%,0.4%,0%,-15%,8%,-6%,-1%,-12%,-8%
O=C(Cn1ncnn1)OCc1ccccc1Cl,-1%,1.6%,1%,-10%,1%,-1%,-1%,-14%,-4%
CC(C)COC(=O)C(C#N)c1nc2ccccc2nc1N1CCN(Cc2ccc3c(c2)OCO3)CC1 (stereo not given),-7%,1.9%,5%,-51%,-29%,-6%,1%,-8%,-5%
CSCCC(NC(=O)c1ccccc1)C(=O)NCCc1ccc2c(c1)OCCO2 (stereo not given),-34%,1.6%,10%,10%,0%,25%,-2%,2%,9%
O=C(NCc1ccc(Cl)cc1)N1CCOCC1,13%,0.5%,5%,10%,-1%,4%[57.1 µM],3%,-4%,-2%
O=C(CCc1ccccc1)NNc1cc(N2CCCCC2)nc(N2CCCCC2)n1,-18%,3.7%,6%,8%,-13%,7%[57.1 µM],-7%,-17%,-12%

# Shown with two lines to a compound: part of the list above.
# Fields: Vif-A3F inh	RXFP1 ag	IDH1 R132H inh	ALOX12 inh	RGS4 inh	TrxR1 inh	Vif-APOBEC3G blk	USP1-UAF1 inh	TrxR1 substrate
Cc1ccnc(Nc2nc(-c3ccc(O)cc3)cs2)c1
    -2%	2.7%	7%	?	-38%	11%[57.1 µM]	-6%	-18%	8%[57.1 µM]
O=S(=O)(N/N=C1\CC(c2ccccc2)Oc2ccccc21)c1ccccc1 (stereo not given)
    .	-0.2%	-1%	-21%	9%	-4%	0%	-4%	-9%
COc1cc(C(=O)NCc2nnc(SCC(=O)Nc3nc4ccccc4s3)o2)cc(OC)c1OC
    -3%	-0.7%	2%	-3%	-13%	-12%	-2%	-5%	-9%
Cn1ccs/c1=N\C(=O)Nc1cccc(C(F)(F)F)c1
    1%	0.4%	0%	-15%	8%	-6%	-1%	-12%	-8%
O=C(Cn1ncnn1)OCc1ccccc1Cl
    -1%	1.6%	1%	-10%	1%	-1%	-1%	-14%	-4%
CC(C)COC(=O)C(C#N)c1nc2ccccc2nc1N1CCN(Cc2ccc3c(c2)OCO3)CC1 (stereo not given)
    -7%	1.9%	5%	-51%	-29%	-6%	1%	-8%	-5%
CSCCC(NC(=O)c1ccccc1)C(=O)NCCc1ccc2c(c1)OCCO2 (stereo not given)
    -34%	1.6%	10%	10%	0%	25%	-2%	2%	9%
O=C(NCc1ccc(Cl)cc1)N1CCOCC1
    13%	0.5%	5%	10%	-1%	4%[57.1 µM]	3%	-4%	-2%

# More compounds follow.
SMILES,Vif-A3F inh,RXFP1 ag,IDH1 R132H inh,ALOX12 inh,RGS4 inh,TrxR1 inh,Vif-APOBEC3G blk,USP1-UAF1 inh,TrxR1 substrate
COc1ccc(CNC/C=C/c2ccccc2)cc1,1%,0.8%,-4%,0%,-3%,36%[2.29 µM],3%,-4%,-1%
COC(=O)C1=C(C)N(Cc2ccccc2)C(=NCc2cccc(Cl)c2)N[C@H]1c1cccc(F)c1,6%,-0.9%,-4%[38.3 µM],.,-8%,-5%,-24%,-16%,0%
COc1ccc(/C=N/N=C/c2ccc(OC)c(O)c2)cc1O,-13%,0.9%,0%,0%,-13%,-9%,-6%,1%,-13%
CCC(C)NCCCCOc1cc(C)cc(C(C)C)c1 (stereo not given),-6%,-0.6%,10%,?,10%,1%,2%,-4%,-4%
Cc1[nH][nH]c(=O)c1N=Nc1ccc(Br)c(Cl)c1,-3%,.,3%,?,-19%,-19%,-4%,-15%,-6%
CC(C)(C)NC(=S)Nc1cccc(C(F)(F)F)c1,-25%,-2.7%,-3%,?,-8%,4%[57.1 µM],4%,2%,-8%
Cc1cccc(N(Cc2ccccc2)C(=O)CCl)c1,11%,-0.4%,1%,?,-4%,8.9µM*,-29%,-15%,-11%[57.1 µM]
CCCOc1ccc(-c2nnn(CC(=O)N3CCC(C)CC3)n2)cc1,4%,0.1%,-1%,-20%,3%,13%,1%,-7%,8%
O=C(Nc1ccc(Cl)c(Cl)c1)OCc1cccnc1,1%,-0.8%,13%,-1%,9%,2%,-1%,-2%,-11%
